human PMI inhibition = MPI enzyme activity inhibition – biochemical, fluorescence intensity, coupled assay, primary screen (AID 1209). purified PMI enzyme, coupled fluorescence intensity; higher % means a stronger effect. inhibition, % at 20 µM; hits with a dose series show IC50 in µM. 0.42% of 190,000 active;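 further: plate controls were DMSO vehicle for no effect and wells lacking substrate for full effect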
human PMI inhibitors = MPI inhibition at elevated mannose 6-phosphate – biochemical, fluorescence intensity, high mannose 6-phosphate, primary screen (AID 1220); recombinant PMI enzyme, coupled fluorescence intensity; higher % means a stronger effect; inhibition, % at 20 µM, or IC50 in µM where a hit was titrated; 0.66% of 190,000 active
XIAP antagonists = small molecules displacing peptide from XIAP – biochemical, IAP family, fluorescence polarization (AID 1018) | one-dose displacement, % at 20 µM; IC50 in µM for titrated hits | XIAP BIR domain, fluorescence polarization peptide displacement; higher % means a stronger effect | 0.007% of 200,000 active; in the data active means displacement above about 50%; further: a part of the inactive calls stands beside numbers as strong as those of hits
TNAP activators = human TNAP enzyme activators, primary screen, biochemical, luminescent, no phosphate acceptor, uHTS (AID 1001) | purified TNAP, luminescent activation assay, no phosphate acceptor; higher activation fold means a stronger effect | one-dose activation fold at 20 µM; EC50 in µM for titrated hits | 0.03% of 200,000 active; in the data active means activation fold from about 3, or a potency from the dose series; inactive means the rest, 99 in 100 with activation fold below about 1.6; further: many of its hits are not listed in these tables
PhoP inhibition = inhibitors of PhoP regulon expression, primary screen, Salmonella Typhimurium, GFP reporter (AID 1863); S. Typhimurium PhoP-regulated promoter GFP reporter, 4 h; higher % means a stronger effect; one-dose inhibition, % at 50 µM; IC50 in µM for titrated hits; 0.16% of 300,000 active;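 active means inhibition over 29.93%, a cutoff 3 SD above the screen mean, later confirmed by dose response; inconclusive means inhibition over 29.93% but no dose response follow-up; inactive means inhibition at most 29.93% or unconfirmed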;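 further: 0% = low Mg2+ inducing control and 100% = high Mg2+ repressing control; strong numbers were not always called active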
Myeloid diff 2 = promotes myeloid progenitor differentiation. ER-HoxA9 myeloid progenitors, lysozyme-GFP differentiation, flow cytometry. calls only at 10 µM. 1% of 360,000 active. AID 624256;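 active means normalized GFP-positive differentiation at or above the plate's own cutoff, the solvent-only control mean plus 3 SD; inconclusive means no clear call, values can overlap the other calls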;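 further: cells exposed to compound for four days before flow analysis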
WT yeast gro inh = growth inhibition of WT yeast, mitochondrial fusion screen. 2.1% of 190,000 active. mitochondrial fusion phenotypic screen, WT strain. AID 1362. inhibition, % at 10 µM; in the data active means inhibition above about 58%; tested in S. cerevisiae
SIAH1 antagonists = Siah-1 peptide-binding antagonists, primary screen, biochemical, fluorescence polarization, rhodamine-plectin, uHTS (AID 1817) | Siah-1 / rhodamine-plectin peptide fluorescence polarization; higher % means a stronger effect | displacement, % at 20 µM; hits with a dose series show IC50 in µM | 0.02% of 290,000 active;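 active means displacement of at least 50% at 20 µM, with a fluorescence ratio check between 0.3 and a set limit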;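 further: plate controls were Siah plus tracer with DMSO for no effect and tracer alone without Siah for full effect; strong numbers were not always called active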
RSV CPE inhibition = inhibition of RSV-induced cytopathic effect – HEp-2 cells, primary 10 µM value included (AID 2391). CPE inhibition, % at 10 µM, or IC50 in µM where a hit was titrated. HEp-2 cells, RSV-induced CPE inhibition; higher % means a stronger effect. 0.13% of 310,000 active; in the data active means a potency from the dose series; inconclusive means CPE inhibition mostly from about 23% at the one dose, without a potency; inactive means the rest, 99 in 100 with CPE inhibition below about 21%; further: strong numbers were not always called active
WT yeast gro inh mutant strain = further read-out of WT yeast gro inh, marked with its call; inhibition, %; mitochondrial fusion phenotypic screen, mutant strain inhibition
Myeloid diff 2 GFP+ MAC1+ % = recorded beside Myeloid diff 2, whose call it bears; GFP+ MAC1+ double positive, %; measured here: differentiation confirmed by MAC1 staining
Active calls of the source: *; i = inactive; ? = inconclusive; . = no result given; + = active, no number. Unless noted, no stated cut-off is given here; in the data, active means inhibition above about 50%; inactive means the rest. Compounds were not picked by outcome; any-hit rate near 3.1%.

SMILES | human PMI inhibition | human PMI inhibitors | XIAP antagonists | TNAP activators | PhoP inhibition | Myeloid diff 2 | Myeloid diff 2 GFP+ MAC1+ % | WT yeast gro inh | WT yeast gro inh mutant strain | SIAH1 antagonists | RSV CPE inhibition
Cc1cc(=O)c2cc(Cl)ccc2[nH]1 | -11% | -2% | -2.9% | 1 | 10% | i | 0.7 | 23 | 15 | -5% | 0.7%
Clc1ccc(CN2CCSCC2)c(Cl)c1 | . | . | . | . | -21% | i | 0.6 | . | . | 2% | 0.4%
CCCCn1nc(C(=O)Nc2nc3c(s2)CCCC3)c2ccccc2c1=O | 10% | 2% | -8.0% | 1.1 | -27% | i | 0.0 | 45 | 21 | 5% | 19%
O=C(NCc1cccnc1)c1ccc(Cl)c(S(=O)(=O)N2CCCCCC2)c1 | 3% | 6% | -7.4% | 1.1 | -10% | i | 0.2 | -2 | -3 | -3% | -0.7%
CC12CCC(C(=O)N(CSC(=S)N/N=C\c3ccccc3)C1=O)C2(C)C (stereo not given) | 9% | 10% | -6.0% | 1 | -4% | i | 0.8 | 34 | -1 | -6% | 1.7%
COCCn1c(SCC(=O)N2CC(=O)Nc3ccccc32)nc2ccccc21 | -2% | 1% | -2.6% | 1.1 | -10% | i | 0.4 | 2 | 28 | -1% | 2.1%
COc1ccc(C2c3cc(OC)c(OC)cc3CCN2C2CC(=O)N(c3ccccc3)C2=O)cc1OC (stereo not given) | 18% | 10% | -2.7% | 1.1 | 7% | i | 4.5 | -20 | -12 | 3% | -1.7%
CCOc1ccc(CCNc2ccc3nnc(-c4ccccc4)n3n2)cc1OCC | -12% | -14% | -5.5% | 1.5 | 0% | i | 8.5 | 1 | -10 | -1% | 1.8%
O=C(c1ccccc1)C1C(c2ccccc2)C1[N+](=O)[O-] (stereo not given) | . | . | . | . | 3% | i | 1.0 | . | . | -6% | 1.8%
CCC(=O)N1CN(S(=O)(=O)c2ccc(C)cc2)CC1C (stereo not given) | -2% | -4% | -2.1% | 1.1 | 1% | i | 0.6 | 17 | 9 | 8% | -0.7%
CCN(CC)CCN(C(=O)/C=C/c1cccs1)c1nc2ccc(F)cc2s1 | . | . | . | . | 10% | i | 1.3 | . | . | -2% | -2.5%
CN(Cc1cnn(C)c1)C(=O)C1CCC(=O)N(Cc2ccc(Cl)cc2)C1 (stereo not given) | . | . | . | . | 0% | i | 0.7 | . | . | 4% | 1.1%
CC(C)C12CN3CC(C(C)C)(CN(C1)C31C(=O)Nc3ccccc31)C2=O (stereo not given) | -5% | -4% | -3.0% | 1 | -11% | i | 0.9 | 4 | -1 | -2% | 1.8%
Cc1ccc(-c2nc3c(c(=O)[nH]c(=O)n3Cc3ccccc3)n2C)o1 | -20% | -27% | -1.9% | 1.1 | 11% | i | 0.1 | -8 | 10 | 7% | .
COc1ccccc1N1CCN(C(=O)c2ccc(-c3ccccc3)cc2)CC1 | . | . | . | . | -2% | i | 0.6 | . | . | -4% | 3.5%
Nc1cccn2c(-c3ccc(Cl)c(Cl)c3)cnc12 | 8% | 48% | -8.8% | 1.1 | -4% | + | 2.0* | 39 | 32 | 6% | 17%
O=C(Nc1cccc2[nH]ncc12)c1ccc(F)cc1 | -7% | -1% | -1.4% | 1 | 11% | i | 1.5 | 8 | -6 | 7% | 3.3%
CC1CCc2nn(CC(=O)NC3CCCC(C)C3C)cc2C1 (stereo not given) | 15% | 13% | 0.8% | 1.1 | 5% | i | 3.0 | 18 | -1 | 2% | -0.6%
C=CCN(c1ccccc1C(=O)O)S(=O)(=O)c1ccc(NC(=O)OC)cc1 | . | . | . | . | -6% | i | 0.6 | . | . | 0% | -0.2%
CCOC(=O)CN1C(=O)C(=O)N(Cc2c(F)cccc2Cl)C1=O | . | . | . | . | -1% | i | 1.2 | . | . | 0% | 10%
COc1ccc(C2N=C(c3ccccc3)C(C)(C)N2O)cc1OC (stereo not given) | -12% | -11% | -0.4% | 1 | 1% | i | 0.5 | 20 | 5 | 1% | -1.7%
Cc1cc(NC(=O)C2CCCN(S(=O)(=O)c3cnc[nH]3)C2)ccc1Br (stereo not given) | -2% | -2% | 1.0% | 1.1 | 10% | i | 2.5 | 7 | 6 | 3% | 2.8%
CC(C)(C)C1CCC(C(=O)OCC(=O)N2CCOCC2)CC1 (stereo not given) | -12% | -4% | -0.2% | 1.1 | 16% | i | 0.4 | 18 | -2 | 7% | 1.4%
N#Cc1cncc(-c2ccc3c(c2)OCCOCCOCCOCCOCCO3)n1 | 8% | 16% | -9.9% | 1 | -14% | i | 0.5 | 4 | 30 | -3% | 1.9%
O=C(Cc1cccc(C(F)(F)F)c1)NCC(=O)Nc1cc(Cl)ccc1Cl | . | . | . | . | 2% | i | 1.7 | . | . | -2% | 0.3%
Cc1ccc(C(C(=O)NC2CCCC2)N(C(=O)c2csnn2)C2CCCC2)o1 (stereo not given) | -6% | 10% | -3.6% | 1.1 | -7% | i | 2.6 | -3 | -2 | 2% | 1.4%
Cc1c(O)ccc(NS(=O)(=O)c2ccccc2)c1C | -2% | 5% | -16% | 0.9 | -8% | i | 0.5 | -3 | 8 | -3% | 1.0%
CC(=O)c1ccc(OC(=O)Cc2cccc3ccccc23)cc1 | . | . | . | . | -5% | i | 0.3 | . | . | 1% | 1.4%
N#Cc1nc(COc2ccccc2)oc1N1CCCCC1 | 9% | 2% | -0.8% | 1.1 | 8% | i | 2.8 | 8 | 9 | -7% | -1.6%
COc1cc(/C=N/Nc2ccnc(=O)[nH]2)ccc1O | . | . | . | . | 2% | i | 0.3 | . | . | -2% | 22%
O=C(O)c1cccc(-c2nnn(Cc3ccccc3)n2)c1 | -12% | -6% | -9.3% | 1 | 3% | i | 0.4 | -16 | -4 | -2% | 0.0%
COc1cc(C(=O)NCC2CCCO2)ccc1OCc1ccccc1 (stereo not given) | . | . | . | . | 2% | i | 3.0 | . | . | -3% | 1.5%
O=C1CC(c2ccccc2)c2ccc(O)cc2O1 (stereo not given) | 1% | -2% | 0.5% | 1.2 | 3% | i | 3.1 | -10 | 0 | 8% | -0.1%
N#Cc1ccc(Oc2cccc3cccnc23)c([N+](=O)[O-])c1 | . | . | . | . | 2% | i | 1.4 | . | . | 4% | 2.6%
Cc1ccc(-n2ncc3c(SCC(=O)Nc4cc(C)on4)ncnc32)c(C)c1 | -5% | -8% | -0.3% | 1.2 | 6% | i | 0.3 | -2 | -8 | 13% | 4.4%
O=C(c1ccccc1)N1CCN(CC(O)COc2ccc(Br)cc2)CC1 (stereo not given) | . | . | . | . | 4% | i | 0.5 | . | . | -6% | 3.6%
CN(C)C(=O)Cn1c(=O)n(S(=O)(=O)c2ccccc2)c2ccccc21 | . | . | . | . | -2% | i | 0.4 | . | . | 0% | 1.1%
O=C1c2ccc([N+](=O)[O-])cc2S(=O)(=O)N1Cc1ccccc1 | . | . | . | . | 11% | i | 0.3 | . | . | 1% | 0.2%
O=C(CCS(=O)(=O)Cc1ccccc1)Nc1nncs1 | . | . | . | . | 3% | ? | . | . | . | 9% | -0.3%
CC(=O)Nc1ccc(S(=O)(=O)N2CCN(C(=O)c3ncoc3-c3ccc(C)cc3)CC2)cc1 | . | . | . | . | 0% | i | 0.5 | . | . | -7% | 1.2%
CC(C)C(=O)Nc1cccc(C(=O)N2CCCCC2C)c1 (stereo not given) | 16% | 5% | -2.3% | 1.1 | -9% | i | 2.6 | -15 | -7 | 5% | 0.7%
Cc1ccc(NC(=O)OCCN2CCN(S(=O)(=O)c3ccc(C)cc3)CCC2=O)cc1 | -5% | 0% | -4.2% | 1.1 | 0% | i | 1.8 | -26 | 6 | 1% | 1.3%
c1ccc(Cn2ncc3c(N4CCCCC4)ncnc32)cc1 | -3% | -6% | 3.8% | 1.1 | 13% | i | 0.8 | 16 | -6 | 4% | 1.3%
O=C(CCCn1c(SCc2cc(=O)n3ccccc3n2)nc2ccccc2c1=O)NCC1CCCO1 (stereo not given) | -9% | -10% | -1.2% | 1.1 | -1% | i | 1.0 | -2 | 1 | 7% | 2.1%
CC(=O)c1ccc(N2CCN(C(=O)c3ccc4ccccc4n3)CC2)cc1 | -8% | -2% | -9.2% | 1 | 0% | i | 0.7 | -21 | 13 | 2% | -0.7%
COc1cccc(NS(=O)(=O)c2ccc3c(c2)CCCN3C(C)=O)c1 | -6% | -8% | -6.3% | 1 | 1% | i | 7.2 | 2 | 18 | -2% | 7.0%
Cc1cc(=O)[nH]c(N/N=C/c2cccc([N+](=O)[O-])c2)n1 | 4% | -4% | -7.8% | 1.1 | -8% | . | . | -19 | -1 | 2% | 2.5%
COc1ccc(N(C(=O)c2cccnc2)S(=O)(=O)c2cccs2)cc1 | -4% | -8% | -1.6% | 1 | 5% | i | 0.2 | 14 | 1 | 5% | -0.5%

A section of the results above:
SMILES | human PMI inhibition | human PMI inhibitors | XIAP antagonists | TNAP activators | PhoP inhibition | Myeloid diff 2 | Myeloid diff 2 GFP+ MAC1+ % | WT yeast gro inh | WT yeast gro inh mutant strain | SIAH1 antagonists | RSV CPE inhibition
Cc1ccc(NC(=O)OCCN2CCN(S(=O)(=O)c3ccc(C)cc3)CCC2=O)cc1 | -5% | 0% | -4.2% | 1.1 | 0% | i | 1.8 | -26 | 6 | 1% | 1.3%
c1ccc(Cn2ncc3c(N4CCCCC4)ncnc32)cc1 | -3% | -6% | 3.8% | 1.1 | 13% | i | 0.8 | 16 | -6 | 4% | 1.3%

The listing continues.
SMILES | human PMI inhibition | human PMI inhibitors | XIAP antagonists | TNAP activators | PhoP inhibition | Myeloid diff 2 | Myeloid diff 2 GFP+ MAC1+ % | WT yeast gro inh | WT yeast gro inh mutant strain | SIAH1 antagonists | RSV CPE inhibition
CC(=O)N1CCc2c(sc(NC(=O)c3ccc4c(c3)OCCO4)c2C#N)C1 | 18% | 22% | -3.4% | 1.1 | 10% | i | 4.0 | 14 | 7 | -1% | 0.5%
CN1CCN(C(=O)CN(c2cccc(Br)c2)S(=O)(=O)c2ccccc2)CC1 | 1% | 6% | -1.4% | 1.1 | -2% | i | 0.7 | -3 | 2 | 2% | -0.2%
Cn1nnnc1SCC(=O)N1CCCCC1 | . | . | . | . | -3% | i | 0.5 | . | . | 2% | 0.6%
O=C(O)CC/C(=N\NC(=O)c1ccccc1)c1cccs1 | -20% | -3% | -0.7% | 1 | -5% | i | 0.5 | -3 | -9 | -1% | 0.7%
Cc1cc(OCC(=O)N2CCOCC2)ccc1[N+](=O)[O-] | . | . | . | . | -3% | i | 0.5 | . | . | 0% | 0.0%
O=C(CN1C(=O)/C(=C/c2ccccc2)SC1=S)N1CCN(CCc2ccccn2)CC1 | . | . | . | . | -4% | i | 0.0 | . | . | 0% | 1.1%
CC(=O)Nc1c(O)[nH]c2ccccc12 | 5% | 3% | -0.7% | 1.1 | 5% | i | 8.1 | -10 | 6 | 14% | 1.5%
O=C(Nc1nc(-c2ccc(S(=O)(=O)N3CCCC3)cc2)cs1)C1COc2ccccc2O1 (stereo not given) | 20% | 18% | -15% | 1 | -22% | i | 1.3 | 25 | 17 | 0% | 6.9%

Source: PubChem BioAssay
